# Screens deposited in PubChem BioAssay by Sanford-Burnham Center for Chemical Genomics.
# A3G deaminase – inhibitors of human APOBEC3G DNA deaminase; Q9HC16; recombinant A3G, ssDNA deamination FAM/TAMRA fluorescence; inhibition, % at 20 µM; hit rate 0.28% among 330,000;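 active = inhibition of at least 40% at 20 µM, with no more than 30% in the related APOBEC3A deaminase screen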;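 note: plate controls were DMSO wells with A3G for no effect and wells lacking A3G enzyme for full effect; some compounds called inactive have numbers as strong as hits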
# beta cell repl – induces beta-cell replication in MIN6 cells; MIN6 cells proliferation, ATPlite luminescence, 48 h; cells starved in 0.2% serum; 100% = growth in 10% serum; proliferation, % at 10 µM; hit rate 0.29% among 330,000; AID 2380;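 active = compounds whose signal lies at least 3.5 SD above the mean of all wells on their plate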;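 note: 0% = DMSO-treated cells in low-serum medium and 100% = 10% serum control; some compounds called inactive have numbers as strong as hits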
# A3A deaminase – human APOBEC3A DNA deaminase inhibition; inhibition, % at 20 µM; hit rate 0.41% among 330,000; P31941; recombinant A3A, FAM/TAMRA ssDNA deamination fluorescence;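 active = at least 40% inhibition at 20 µM here, with at most 30% in a related deaminase screen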;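 note: plate controls were A3A with DMSO for no effect and wells lacking A3A enzyme for full effect; some results filed as inactive read as strong as hits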
# Target sequence (P31941 whole entry, looked up): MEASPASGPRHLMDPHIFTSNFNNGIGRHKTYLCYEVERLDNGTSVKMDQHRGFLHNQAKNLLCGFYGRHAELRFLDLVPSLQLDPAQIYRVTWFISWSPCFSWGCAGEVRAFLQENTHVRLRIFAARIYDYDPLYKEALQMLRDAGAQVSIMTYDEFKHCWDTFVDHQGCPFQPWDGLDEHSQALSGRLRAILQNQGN
# GRIN3A LBD mod – modulates the human NR3A ligand-binding domain; Tm shift relative to glycine control, % at 25 µM; hit rate 2.5% among 340,000; NR3A LBD differential scanning fluorimetry, Tm shift; 0% = protein alone, 100% = glycine-bound protein;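 active = melting temperature shift of at least 10% of the positive control shift, at one fixed dose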
# mIAP inh – blocks mouse intestinal alkaline phosphatase. purified mouse IAP, CDP-Star luminescence, 30 min. inhibition, % at 10 µM. hit rate 0.2% among 330,000;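 active = inhibition of at least 40% at 10 µM in the primary screen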;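 note: plate controls were DMSO with enzyme for no effect and no enzyme wells for full effect; values of inactives mirror those of a sister screen read the other way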
# hIAP activ – human IAP activation. P09923. purified human IAP, CDP-Star luminescence, 30 min; active compounds read high; 1 = vehicle-only enzyme, 0 = enzyme-free background. activation factor at 10 µM. hit rate 0.16% among 330,000;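 active = activation factor of the enzyme at least 2-fold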; note: the source names both 10 and 20 µM as test concentration; values of inactives mirror those of a sister screen read the other way
# Target sequence (P09923 whole entry, looked up): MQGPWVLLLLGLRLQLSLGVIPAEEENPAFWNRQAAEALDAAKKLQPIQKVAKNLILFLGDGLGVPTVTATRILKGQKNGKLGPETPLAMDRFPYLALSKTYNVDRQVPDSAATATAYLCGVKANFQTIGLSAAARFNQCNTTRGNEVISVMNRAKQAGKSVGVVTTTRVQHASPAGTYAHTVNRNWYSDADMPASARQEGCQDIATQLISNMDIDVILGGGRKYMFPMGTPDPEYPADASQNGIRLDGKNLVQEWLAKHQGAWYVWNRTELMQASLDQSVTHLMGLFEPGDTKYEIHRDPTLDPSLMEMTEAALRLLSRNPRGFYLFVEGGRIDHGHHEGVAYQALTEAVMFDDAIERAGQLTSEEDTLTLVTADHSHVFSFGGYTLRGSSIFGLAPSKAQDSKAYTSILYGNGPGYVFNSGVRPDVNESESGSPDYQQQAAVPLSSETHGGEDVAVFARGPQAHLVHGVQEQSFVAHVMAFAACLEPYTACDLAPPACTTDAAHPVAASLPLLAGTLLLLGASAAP
# mIAP act – mouse IAP activation; AID 2805; muIAP, CDP-Star luminescence, 30 min; active compounds read high; 1 = vehicle-only enzyme signal, 0 = enzyme-free wells; hit rate 0.24% among 330,000; activation factor at 10 µM;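 active = activation factor of at least 2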; note: the source names both 10 and 20 µM as test concentration; values of inactives mirror those of a sister screen read the other way
#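 Assay system: mouse IAP enzyme / Compound: DMSO-dissolved test compounds / Timing: 30 min, room temperature / Measured by: luminescence from enzymatic CDP-Star hydrolysis / Control set: DMSO-only wells, enzyme-free buffer wells as negative control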
# hIAP block – blocks human intestinal alkaline phosphatase | P09923 | inhibition, % at 10 µM | hit rate 0.12% among 330,000 | purified IAP, CDP-Star luminescence, 30 min;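 active = inhibition reaching a set limit with compound at 10 µM in the primary screen, cut at about 35% in these data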;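 note: plate controls were DMSO wells with enzyme for no effect and no-enzyme buffer wells for full effect; values of inactives mirror those of a sister screen read the other way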
# MPTP block – blocks calcium-induced mitochondrial swelling. isolated mouse mitochondria, Ca2+ swelling absorbance, 30 min. inhibition, % at 10 µM. hit rate 1.4% among 360,000. AID 602449;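 active = inhibition of 50% or more, scaled per plate between neutral and stimulator controls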;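 note: 0% = DMSO wells given calcium and 100% = 1 mM EGTA wells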
# * hit, by the source's call; . = not tested or not shown.
# Sample of the layout, 10 compounds:
compound	A3G deaminase	beta cell repl	A3A deaminase	GRIN3A LBD mod	mIAP inh	hIAP activ	mIAP act	hIAP block	MPTP block
Cn1nnc2cc(NC(=O)N3CC4(C)CC3CC(C)(C)C4)ccc21 (stereo unspecified)	4	-2	2	.	1	1.1	0.99	-8	-1.0
COc1ccc(N(CC(=O)NC2CCCC2)C(=O)c2ccc(C)s2)cc1OC	-6	-2	1	-2	0	0.93	1	7	-1.5
Cc1ccc(C)n1-c1nnc(N2CCC(C(=O)N3CCN(C)CC3)CC2)s1	-2	-1	-2	2	0	1	1	-3	-1.0
Cc1cccc(C(=O)N/N=C/c2ccccn2)c1	-4	-3	-3	5	-7	1.3	1.1	-26	-0.9
COc1ccc(C(=O)OCc2c(-c3ccccc3)ncc3ccccc23)cc1	-9	-6	-2	8	9	0.82	0.91	18	-0.2
Cc1ccc(N2CCN(C(=O)c3ccccc3NC(=O)C3CCCCC3C(=O)O)CC2)cc1 (stereo unspecified)	-6	-2	-4	0	-8	1.1	1.1	-10	-0.1
ClC1(CNc2ccccc2)CCN(Cc2ccccc2)CC1	2	0	-1	-1	6	1	0.94	-2	-0.6
Cc1cccc(-n2nnnc2SCC(=O)Nc2ccc(N3CCN(C)CC3)cc2)c1	-3	-1	-2	-1	3	0.87	0.97	13	-0.3
COc1ccc(C(=O)NCc2nnc(SCC(=O)N3CCCCCC3)o2)cc1OC	-2	1	1	1	4	0.87	0.96	13	-1.1
Cc1ccc(NC(=O)CSc2nnc([C@@H]3CCCN3C(=O)OC(C)(C)C)o2)c(C)c1	-2	-4	-1	-3	8	0.95	0.92	5	3.0

# Results, previewed entries included:
compound	A3G deaminase	beta cell repl	A3A deaminase	GRIN3A LBD mod	mIAP inh	hIAP activ	mIAP act	hIAP block	MPTP block
Cn1nnc2cc(NC(=O)N3CC4(C)CC3CC(C)(C)C4)ccc21 (stereo unspecified)	4	-2	2	.	1	1.1	0.99	-8	-1.0
COc1ccc(N(CC(=O)NC2CCCC2)C(=O)c2ccc(C)s2)cc1OC	-6	-2	1	-2	0	0.93	1	7	-1.5
Cc1ccc(C)n1-c1nnc(N2CCC(C(=O)N3CCN(C)CC3)CC2)s1	-2	-1	-2	2	0	1	1	-3	-1.0
Cc1cccc(C(=O)N/N=C/c2ccccn2)c1	-4	-3	-3	5	-7	1.3	1.1	-26	-0.9
COc1ccc(C(=O)OCc2c(-c3ccccc3)ncc3ccccc23)cc1	-9	-6	-2	8	9	0.82	0.91	18	-0.2
Cc1ccc(N2CCN(C(=O)c3ccccc3NC(=O)C3CCCCC3C(=O)O)CC2)cc1 (stereo unspecified)	-6	-2	-4	0	-8	1.1	1.1	-10	-0.1
ClC1(CNc2ccccc2)CCN(Cc2ccccc2)CC1	2	0	-1	-1	6	1	0.94	-2	-0.6
Cc1cccc(-n2nnnc2SCC(=O)Nc2ccc(N3CCN(C)CC3)cc2)c1	-3	-1	-2	-1	3	0.87	0.97	13	-0.3
COc1ccc(C(=O)NCc2nnc(SCC(=O)N3CCCCCC3)o2)cc1OC	-2	1	1	1	4	0.87	0.96	13	-1.1
Cc1ccc(NC(=O)CSc2nnc([C@@H]3CCCN3C(=O)OC(C)(C)C)o2)c(C)c1	-2	-4	-1	-3	8	0.95	0.92	5	3.0
O=C(NCc1cccs1)C1CCCN(S(=O)(=O)c2cccc3cccnc23)C1 (stereo unspecified)	-3	-2	-3	-1	15	1	0.85	0	-2.2
COc1ccc(COc2cccc3ccc(C)nc23)cc1F	-15	0	-3	0	5	0.93	0.95	7	-0.4
CC(=O)OCC(=O)[C@@]1(O)CC[C@H]2[C@@H]3CCC4=CC(=O)C=C[C@]4(C)[C@H]3[C@@H](O)C[C@@]21C	4	-4	0	0	-17	1.1	1.2	-5	1.1
Cc1ccccc1-n1cnnc1SCC(=O)N1CCN(c2ccccc2)CC1	-3	1	7	-1	-9	0.91	1.1	9	-0.3
c1ccc(-c2nc(-c3cccnc3)n[nH]2)cc1	-9	0	-2	.	-5	0.88	1	12	.
CN1CCN(CC(=O)N2c3ccc(S(=O)(=O)NCCNC(=O)OC(C)(C)C)cc3C(=O)Nc3cccnc32)CC1	-1	0	-1	3	-2	1.1	1	-5	-1.7
COc1ccc(S(=O)(=O)N2CCC(O)(c3ccc4c(c3)OCO4)CC2)cc1	-4	-3	-4	2	13	0.83	0.87	17	-0.7
CCOC(=O)c1cn(CC(=O)Nc2ccccc2C(=O)OCC)nn1	0	0	1	1	-7	0.97	1.1	2	-0.3
Cc1ccc(C(=O)N/C(=C/c2cccc([N+](=O)[O-])c2)C(=O)NC(C)C)cc1	-2	0	-1	-3	8	0.99	0.92	1	-1.3
COC(=O)c1ccc(CNC(=O)[C@@H]2CCCN2S(=O)(=O)c2ccccc2F)cc1	-6	-4	-1	0	-7	1.1	1.1	-11	1.5
O=C(O)c1nccnc1C(=O)NCCc1c[nH]c2ccccc12	0	-1	8	0	-4	1.1	1	-8	0.2
Cc1c(NC(=O)c2cc(-c3cccc(Cl)c3)on2)c(=O)n(-c2ccccc2)n1C	-10	1	-3	-1	4	1.1	0.96	-11	0.5
Cc1cccn2c(=O)c3cc(C(=O)NC4CCCCCC4)sc3nc12	-10	3	-2	-2	1	1.1	0.99	-6	-1.2
CCCC(=O)Nc1ccc2c(c1)nc(CN1CCCCC1)n2C	-4	-1	1	0	-2	0.99	1	1	-0.5
COc1ccc(CCN2C(=O)CS/C2=N\NC(=O)c2cccs2)cc1OC	-3	0	-2	0	0	0.98	1	2	-0.5
CCOC(=O)C1CCN(C(=O)CNC(=O)c2nn(-c3ccc(OC)cc3)c(=O)c3ccccc23)CC1	0	0	-2	0	0	1.2	1	-19	0.0
Cc1ccccc1OCC(=O)NCC(=O)N/N=C/c1ccc(Br)o1	-1	0	4	-2	-3	0.97	1	3	-0.1
CC(=O)N1N=C(c2ccccc2O)CC1c1cccs1 (stereo unspecified)	-4	0	-5	-1	-1	1.3	1	-32	0.2
O=C(CN(Cc1ccccc1)S(=O)(=O)c1ccc2c(c1)OCCO2)Nc1ccc2c(c1)OCCO2	7	-2	1	4	-34	0.85	1.3	15	0.0
COc1ccccc1CNC(=O)C1CCN(S(=O)(=O)c2ccc(-n3cnnn3)cc2)CC1	0	0	8	2	4	1	0.96	-4	0.5
CCSc1nnc(NC(=O)C2CCCCC2C(=O)OCC(F)(F)C(F)F)s1 (stereo unspecified)	-3	-1	-2	-4	-5	1.1	1	-6	0.2
Cc1ccsc1C(=O)Nc1n[nH]c(C(F)(F)F)n1	2	2	7	0	-11	1	1.1	-1	2.7
COc1cc(CN2CCCC(N3CCc4ccccc4C3)C2)c(Cl)cc1O (stereo unspecified)	-4	-2	-5	-3	4	1.5	0.96	-51	2.4
CCOC(=O)c1nc(Nc2ccccc2C)c2ccccc2n1	-4	1	-4	0	-18	1	1.2	-2	0.7
Cn1c(NN)nc2sc3c(c2c1=O)CC(C)(C)OC3	-4	-3	-1	.	9	1.1	0.91	-7	-0.1
CCN(CC(=O)NCc1ccc(Cl)cc1)CC(=O)NC1(C#N)CCCC1	-6	-1	-1	1	-3	1.2	1	-21	0.5
O=C(NC1CC1)C1CCN(S(=O)(=O)c2ccc(Cl)cc2)CC1	-2	-1	0	-2	-1	1.2	1	-16	-1.9
CC1Sc2ccc(S(=O)(=O)CCC(=O)N3CCCCC3)cc2NC1=O (stereo unspecified)	-5	-1	-8	-2	2	1.1	0.98	-7	-2.7
CCN(C(=O)COC(=O)c1cccnc1SC)c1c(N)n(Cc2ccccc2)c(=O)[nH]c1=O	-6	-2	-1	2	2	0.97	0.98	3	0.0
CCOC(=O)N=S(N)(=O)c1ccccc1 (stereo unspecified)	-2	-3	-1	2	4	0.95	0.96	5	-0.6
CC(C)[C@H](NC(=O)c1ccccc1F)C(=O)NNC(=O)c1cccs1	-2	-2	3	0	-1	1.1	1	-6	0.8
COc1cccc(CNC(=O)C2CCN(c3nnc(N4CCCC4=O)s3)CC2)c1	-12	-2	-2	-2	-2	1.1	1	-10	-0.8
C=CC(=O)NC1CC2CCC1(C)C2(C)C (stereo unspecified)	-5	3	-2	0	-6	1.1	1.1	-10	-0.9
CCSc1nc2ccccc2n1C(=O)c1ccc(S(=O)(=O)N2CCCCCC2)cc1	1	-1	3	2	-4	0.99	1	1	-0.4
O=C(Nc1ccc(OC(F)(F)F)cc1)NC1CCC(Oc2ccc(C(=O)O)cc2)CC1 (stereo unspecified)	-10	-2	-3	-9	-33	3.8*	1.3	-280	2.0
c1csc(-c2nn3c(C4COc5ccccc5O4)nnc3s2)c1 (stereo unspecified)	9	-3	1	-2	12	1.4	0.88	-38	-0.7
Cc1cccc(NC(=O)COc2coc(CN3CCN(Cc4ccccc4)CC3)cc2=O)c1	7	-3	3	1	3	0.94	0.97	6	0.8
O=C(CSc1nncs1)Nc1cccc2ccccc12	-7	6	-2	0	6	1	0.94	-2	2.1
COc1ccc(-n2c(=S)[nH]c3cc(C(=O)Nc4cccc(C)c4)ccc3c2=O)cc1	-6	0	0	5	11	0.89	0.89	11	-0.5
COc1cccc(-n2nnnc2SCC(=O)Nc2ccccc2OC)c1	-5	0	-1	2	0	1.2	1	-21	0.1

# (more compounds)
compound	A3G deaminase	beta cell repl	A3A deaminase	GRIN3A LBD mod	mIAP inh	hIAP activ	mIAP act	hIAP block	MPTP block
Cc1ccc(C)c(N2CCN(S(=O)(=O)c3cc4c(cc3C)NC(=O)CO4)CC2)c1	-3	0	-3	-5	-2	0.87	1	13	3.5
CCN(C(=O)COC(=O)c1cncc(Br)c1)C1CCS(=O)(=O)C1 (stereo unspecified)	-10	-1	-1	1	-4	0.93	1	7	0.4
CCc1ccc2[nH]c(=O)c(CN(Cc3ccc4c(c3)OCO4)Cc3nnnn3C3CCCC3)cc2c1	-3	-4	-1	-14	-2	0.92	1	8	1.9
Cc1nn(CC(=O)Nc2ccncc2)c(C)c1[N+](=O)[O-]	-8	0	-1	-14	17	0.77	0.83	23	8.5
O=C(Nc1ccccc1)C1CCCN1C(=O)NCc1ccccc1 (stereo unspecified)	-4	0	5	2	-5	0.94	1	6	-1.4
C=CCNc1nc(NCCN2CCOCC2)nc(N2CCOCC2)n1	0	0	0	1	-3	1.1	1	-12	-2.7
CC(C)c1ccc(NC(=O)NN2CCOCC2)cc1	-8	-3	-3	-1	-1	1	1	0	0.0
COc1ccc(NC(=O)c2ccc(NC(=O)CSc3nc(N)cc(=O)[nH]3)cc2)cc1	-3	-6	-4	11*	12	1.1	0.88	-7	-0.2
CCc1ccccc1OCC(=O)Nc1cc(S(=O)(=O)N(CC)CC)ccc1N1CCOCC1	1	-5	3	0	-7	1.1	1.1	-6	-1.9
COC(=O)c1ccc(NC(=O)CSc2nnnn2C2CCCCC2)cc1	-1	-3	3	3	-6	0.94	1.1	6	1.2
COc1ccc(C2COC(=O)C2=N)c(NC(=O)c2ccc(Cl)cc2)c1 (stereo unspecified)	-2	-1	2	2	12	0.96	0.88	4	0.5
